# Screening data: PubChem, National Center for Advancing Translational Sciences (NCATS)
# FUS suppressor = qHTS for Suppressors of FUS Proteinopathy: Primary screen using FUS-linked yeast assay | S. cerevisiae FUS-expressing, growth rescue, OD600, 24 h | AID 1347120, 2019 | 0.24% of 390,000 active | Potency, µM (titrated, usually from 76.6 µM), inactives show at the top dose growth rescue (activation), usual class: activators;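 also: potency is read from the fitted curve at half-maximal effect; plate controls were DMSO vehicle for no effect and reference control for full effect; nearly all actives have a fitted effect of over 55% in size; some results filed as inactive show a strong effect at the top dose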
#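 Cultures pregrown in 2.5% raffinose medium are shifted to minimal medium containing 2% galactose to express toxic FUS. Compounds are tested at several concentrations. After 24hr at 30C, growth is quantified at 600 nm absorbance.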
# TDP-43 yeast inh = qHTS of TDP-43 Inhibitors; TDP-43 expressing yeast growth rescue, BacTiter-Glo, 24 h; Potency, µM (doses to about 46.1 µM), inactives show at the top dose growth rescue (activation), hits mostly activators; 1.8% of 410,000 active; also: potency is read from the fitted curve at half-maximal effect; % of control where 0% means no effect; nearly all actives have a fitted effect of over 50% in size
#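 Yeast expressing TDP-43 (pregrown in raffinose, seeded at OD600=0.02 in galactose medium) exposed to compounds 24 hr at 30 deg C. Growth read by BacTiter-Glo luminescence; rescue of toxicity appears as increased signal.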
# MmCpn inh = Inhibitors of TCP-1 ring complex (TRiC) of Methanococcus maripaludis (MmCpn): qHTS | Chaperonin Mm-Cpn (Methanococcus maripaludis) | purified Mm-Cpn ATPase, ADP Transcreener TR-FRET | Potency, µM (series often up to 76.9 µM), for inactives: at the top dose activity, negative = inhibition, most hits filed as inhibitors | 0.031% of 330,000 active | AID 504842, 2011; also: potency is read from the fitted curve at half-maximal effect; % is scaled to controls: 0 for no effect and ±100 for the full control effect; nearly all actives have a fitted effect of over 80% in size
#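 25 nM Mm-CPN + cpd, 10 min 37°C; + 10 uM ATP, 30 min 37°C; buffer 30 mM Tris pH 7.4, 100 mM KCl, 5 mM MgCl2, 1 mM DTT; Transcreener ADP HTRF detection 30 min RT.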
# pAkt inh = HTS Assay for Inhibitors of Akt Phophorylation: Primary Screen | Neuro2A IGF-stimulated pAkt S473 HTRF, 20 min; stronger effect = lower value | activity change, % for hits at 50 µM | 0.32% of 360,000 active; in the data active = activity change below about -80%; inconclusive = mostly about -51% to -80%; also: % is scaled to controls: 0 for no effect and ±100 for the full control effect
#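 Single-point screen (50 µM final compound) in Neuro2A cells stimulated 20 min with 6 nM IGF at 37 deg C. After lysis, Ser473-phosphorylated Akt read by HTRF (ex 330 nm, em 615/665 nm) as the 665/615 ratio.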
# GLP1R inv ag = qHTS of GLP-1 Receptor Inverse Agonists (Inhibition Mode); Glucagon-like peptide 1 receptor (Homo sapiens), P43220; 1.6% of 410,000 active; AID 624417, 2012; Potency, µM (series often up to 38.3 µM), for inactives: at the top dose activity change, negative = inhibition, hits mostly inhibitors; HEK293 GLP-1R CRE-luciferase, luminescence, 24 h; GLP-1R form is constitutively active; also: potency is read from the fitted curve at half-maximal effect; % is scaled to controls: 0 for no effect and ±100 for the full control effect; nearly all actives have a fitted effect of over 55% in size
# Target sequence (P43220 whole entry, looked up): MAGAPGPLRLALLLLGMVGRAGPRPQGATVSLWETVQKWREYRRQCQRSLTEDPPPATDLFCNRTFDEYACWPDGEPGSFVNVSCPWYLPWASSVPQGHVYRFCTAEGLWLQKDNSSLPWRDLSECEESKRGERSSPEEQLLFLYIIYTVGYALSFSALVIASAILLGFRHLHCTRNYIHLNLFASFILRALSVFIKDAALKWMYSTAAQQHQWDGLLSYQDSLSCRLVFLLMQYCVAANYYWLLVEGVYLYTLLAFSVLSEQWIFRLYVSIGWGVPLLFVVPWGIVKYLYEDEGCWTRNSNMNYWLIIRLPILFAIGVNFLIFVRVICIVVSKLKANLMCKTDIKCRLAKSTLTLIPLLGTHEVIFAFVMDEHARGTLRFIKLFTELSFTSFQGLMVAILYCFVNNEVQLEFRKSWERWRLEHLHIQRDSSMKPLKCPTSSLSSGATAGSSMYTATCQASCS
#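 Assay principle: reduced luminescence from a cAMP-responsive reporter in HEK293 cells co-expressing a constitutively active GLP-1R. Conditions: 24 hr compound incubation, 37 deg C, 5% CO2.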
# aSyn yeast inh = qHTS of alpha-syn Inhibitors; Yeast expressing alpha-synuclein, growth rescue, BacTiter-Glo, 24 h; Potency, µM (titrated, usually from 46.1 µM), for inactives: top-dose growth rescue (activation), hits mostly activators; 0.14% of 370,000 active; AID 652106, 2013; also: potency is read from the fitted curve at half-maximal effect; % of control where 0% means no effect; nearly all actives have a fitted effect of over 65% in size
#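 Rescue of yeast growth: cells expressing toxic alpha-synuclein, induced in galactose at OD600 0.02, incubated with compound 24 h at 30 C. ATP luminescence quantified growth; inhibitors of toxicity appear as activators.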
# HEK293 tox = qHTS of GLP-1 Receptor Inverse Agonists: Cytotox Screen; HEK293 cAMP-luciferase reporter cells, luminescence, 24 h; Potency, µM (doses to about 38.3 µM), inactives show at the highest dose activity change, negative = inhibition, most hits filed as inhibitors; 0.13% of 410,000 active;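 also: loss of luciferase light is scored as toxicity; potency is read from the fitted curve at half-maximal effect; % is scaled to controls: 0 for no effect and ±100 for the full control effect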
#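 1536-well qHTS counterscreen of the MLSMR; 200 cells/uL, 12 h pre-incubation, 23 nL cpd, 24 h at 37 deg C 5% CO2, luciferase detection reagent, 12 min RT, luminescence. Inhibition = undesired.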
# Abeta yeast res = qHTS for compounds that reverse cellular toxicity of Amyloid beta (A-beta) peptide in yeast: Primary Screen; yeast expressing A-beta42, growth rescue, OD600, 48 h; response scale: 0% DMSO, 100% iron-clioquinol control; Potency, µM (highest dose often 46.1 µM), without a hit: at the top dose growth rescue, usual class: activators; 0.063% of 410,000 active; also: potency is read from the fitted curve at half-maximal effect; nearly all actives have a fitted effect of over 55% in size
#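 Yeast A-beta toxicity model in growth medium with pinned compounds, 48 h at 30 C; growth read as absorbance at 600 nm. Normalized to FeCl3/clioquinol equimolar mix (positive) and DMSO (negative).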
# PTHR1 agonist = qHTS for PTHR1 Agonists: Primary Screen. 0.075% of 410,000 active. Parathyroid hormone/parathyroid hormone-related peptide receptor (Homo sapiens), Q03431. Potency, µM (titrated, usually from 115 µM), without a hit: top-dose activation, usual class: activators. HEK293 GP2 PTHR1 cells, GloSensor cAMP luminescence, 1 h. AID 743266, 2014; also: potency is read from the fitted curve at half-maximal effect; nearly all actives have a fitted effect of over 55% in size; some results filed as inactive show a strong effect at the top dose; inactives centre near -15; many of its hits are not listed in these tables
# Target sequence (Q03431 whole entry, looked up): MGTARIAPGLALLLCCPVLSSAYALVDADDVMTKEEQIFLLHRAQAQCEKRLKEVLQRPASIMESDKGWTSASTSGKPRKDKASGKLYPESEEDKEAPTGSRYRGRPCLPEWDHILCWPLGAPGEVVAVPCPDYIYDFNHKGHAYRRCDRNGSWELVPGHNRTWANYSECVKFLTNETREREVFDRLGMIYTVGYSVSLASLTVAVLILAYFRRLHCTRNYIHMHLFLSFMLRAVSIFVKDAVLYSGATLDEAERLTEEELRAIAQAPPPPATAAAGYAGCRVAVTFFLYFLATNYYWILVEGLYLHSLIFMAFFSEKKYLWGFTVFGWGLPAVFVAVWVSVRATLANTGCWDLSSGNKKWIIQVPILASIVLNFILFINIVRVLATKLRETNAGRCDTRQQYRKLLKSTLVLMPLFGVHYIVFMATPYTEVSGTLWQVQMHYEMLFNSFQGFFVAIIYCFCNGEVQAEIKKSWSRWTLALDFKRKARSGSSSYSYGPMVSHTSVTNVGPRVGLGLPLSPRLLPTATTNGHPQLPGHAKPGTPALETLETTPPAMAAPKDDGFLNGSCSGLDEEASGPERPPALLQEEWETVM
#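 HEK-293-derived GP2 cells expressing PTHR1 and a GloSensor cAMP reporter, 3,000/well, plated overnight, given luciferin plus IBMX (each 0.5 mM as added) for 1 h at 37 °C, then compound for 1 h at 37 °C. Luminescence was read after 15 min at room temperature.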
# Numbers without * were called inactive; i = inactive; ? = inconclusive; . = no result given; [ ] = dose if it differs, or a comment. Unless noted, calls follow the shape of the dose curve; as a rule, active = well fitted curve in the direction sought with a large enough effect; inconclusive = small, poorly fitted or top-dose-only effect, or another doubt; inactive = no such curve, though single readings can be large; an effect the other way counts as inactive or inconclusive.
smiles	FUS suppressor	TDP-43 yeast inh	MmCpn inh	pAkt inh	GLP1R inv ag	aSyn yeast inh	HEK293 tox	Abeta yeast res	PTHR1 agonist
CCCC[N+](CC#Cc1ccccc1)(CCCC)CCCS(=O)(=O)[O-]	18.4%	-22.8%	1.8%	i	7.2%	-1.7%	7.3%	0.6%	i
CCSc1nsc(NC(=O)Nc2cccc(C(C)=O)c2)n1	1.6%	0.6%	0.8%	i	?	5.8%	-29.6%	7.7%	-45.2%[inhibitor]
Cc1cc(C)cc(NC(=O)CN(C)S(=O)(=O)c2ccc3c(c2)CCC(=O)N3)c1	2.8%	?	.	.	-6.1%	.	-4.6%	-4.1%	-18.3%
Cc1cc(NS(=O)(=O)c2ccc(NC(=O)COc3ccccc3Cl)cc2)no1	19.8%	12.1%	1.3%	i	12.1%	0.9%	2.5%	7.9%	i
CC1C(=O)N2CCCc3cc(NS(=O)(=O)c4ccc([N+](=O)[O-])cc4)cc1c32 (configuration not stated)	19.8%	-6.5%	-2.1%	i	-5.4%	-5.7%	-8.1%	-3.6%	-16.2%
CCN1C[C@@H]2[C@@H]3C(=O)N(C)C(=O)[C@@H]3[C@](C)(C1=O)N2C(=O)c1ccc(C)cc1	2.5%	18.0%	.	i	10.0%	?	8.2%	6.0%	-20.4%
Cc1ccc(N=C2NC(=O)/C(=C/c3cn(C)c4ccccc34)S2)cc1C	9.6%	7.5%	-0.3%	i	35.6%[activator]	16.6%	4.4%	-1.3%	-6.8%
CC(C)(C)NC(=O)NC(=O)COC(=O)CNC(=O)c1cccc(F)c1	-17.5%	-1.9%	1.0%	.	0.0%	5.0%	4.5%	7.5%	i
CNC(=O)COc1coc(CN2CCN(c3ccccc3)CC2)cc1=O	36.7%	-14.7%	-0.6%	i	5.9%	-2.2%	-3.2%	1.3%	1.2%
CC(=O)Nc1cc(C(=O)NCc2ccco2)ccc1Sc1ccc(F)cc1	-2.8%	-5.6%	-3.1%	i	?	-0.8%	-14.3%	4.2%	i
CC(=O)C1=C(c2ccccc2)NC(=O)NC1c1ccc(O)c(Cl)c1 (configuration not stated)	-4.5%	-11.4%	0.5%	i	17.4%	-11.5%	-3.8%	-6.2%	-2.7%
COc1ccc(NCC(=O)N/N=C/C=C\c2ccccc2)cc1	.	8.3%	-1.1%	i	-4.9%	11.5%	12.0%	6.1%	i
O=C(NCc1nc2ccccc2[nH]1)C1=C[C@H](c2ccc3c(c2)OCO3)C[C@H](OCCCCO)O1	26.6%	15.3%	.	i	5.1%	-4.4%	8.9%	8.9%	i
CCOC(=O)N1CCN(C(=O)C2CCC(=O)N(Cc3ccc(Cl)cc3)C2)CC1 (configuration not stated)	10.2%	3.1%	0.1%	i	-6.3%	2.3%	2.8%	-5.5%	i
O=C(Nc1nc2ccc(Cl)cc2s1)c1cc(=O)c2ccccc2o1	-4.7%	0.3%	.	.	15.6%	.	6.2%	-7.3%	-10.8%
COc1ccc(C(C)(C)C)cc1NC(=O)c1ccc[n+]([O-])c1	-3.4%	-0.2%	-0.2%	i	-12.3%	-5.1%	8.1%	5.3%	i
Cc1ccc(N2C(=O)CC(Sc3ncn[nH]3)C2=O)cc1C (configuration not stated)	26.6%	17.0%	-1.7%	i	0.4%	11.1%	-7.0%	-4.5%	i
CCCn1c(O)c(N=NC(=O)CNC(=O)/C=C/c2ccc(OC)cc2)c2ccccc21	24.4%	10.5%	1.6%	i	-26.2%	3.9%	-13.1%	-15.7%	i
COc1ccc(-c2nc3ccccc3o2)cc1NC(=O)c1cc([N+](=O)[O-])ccc1N1CCOCC1	-9.5%	13.1%	.	.	19.2%	.	-0.6%	-3.9%	i
C=CCCN(C(C(=O)OC)C(C)C)S(=O)(=O)c1ccccc1Br (configuration not stated)	-14.2%	5.5%	-1.3%	i	-15.0%	0.8%	9.8%	-3.3%	-84.4%[inhibitor]
CCN(CC)CCOC(=O)c1ccc(NC(=O)Cn2ncc3c([nH]c4ccc(C)cc43)c2=O)cc1	7.6%	3.6%	.	.	-20.4%	.	-1.4%	-3.9%	i
NC(=O)c1cc([N+](=O)[O-])c(Cl)cc1NCc1cccnc1	10.4%	-12.9%	2.8%	i	15.0%	-6.3%	-16.9%	2.2%	15.5%
COc1ccccc1NS(=O)(=O)c1cc(NC(=O)c2[nH]c(C)c(C(C)=O)c2C)ccc1N1CCOCC1	?	3.3%	?	i	9.9%	0.8%	-6.7%	7.3%	i
CC(C)(C)OC(=O)N1CCC(c2c(C(=O)NCCN3CCc4ccccc4C3)cnn2-c2ccc(F)cc2)CC1	30.3%	15.9%	.	.	?	.	0.0%	13.6%	-70.4%[inhibitor]
CCC(c1nnc(SCC(=O)NC2CCCCC2)n1Cc1ccccc1)N(C)C (configuration not stated)	-1.2%	-26.2%	1.7%	i	-15.1%	1.1%	2.6%	5.2%	i
Cc1ccc(CSc2nc3ccc(NC(=O)COc4ccccc4)cc3s2)cc1	-2.3%	16.5%	.	.	13.8%	.	6.0%	-0.8%	i
Cc1cccc(OCCCC(=O)Nc2ccc(N3CCCCC3)cc2)c1	4.6%	-5.4%	-0.3%	i	-14.5%	-0.3%	-15.6%	-1.2%	-11.5%
CCC(CC)C(=O)Nc1c2c(nn1-c1ccc(F)cc1)CS(=O)(=O)C2	12.9%	-1.9%	-3.9%	i	4.9%	-1.9%	3.1%	-10.1%	i
COc1cccc(NC(=O)N2CCC(NC(=O)C(Cc3ccccc3F)NC(C)=O)CC2)c1 (configuration not stated)	1.3%	-0.2%	1.9%	i	10.8%	-0.3%	-5.1%	7.3%	i
COc1ccc(NC(=O)c2ccc3c(c2)OCO3)cc1[N+](=O)[O-]	-13.0%	-11.3%[9.22 µM]	-0.1%	i	96.8%[activator][7.66 µM]	-12.2%	-5.5%[7.66 µM]	-19.5%	-7.7%
C/C(=N\Nc1nc2ccccc2[nH]1)c1ccc2c(c1)OCCO2	8.3%	-4.2%	-3.4%	i	?	-1.1%	?	-14.5%	-13.1%
C=CCOc1ccc(C2C(C(=O)c3cccs3)=C(O)C(=O)N2c2nnc(C)s2)cc1 (configuration not stated)	?	-6.8%	.	i	24.9%	-2.9%	-9.5%	-12.0%	-21.9%
Cc1ccc(CNC(=O)CSc2n[nH]c(N)n2)cc1	23.4%	-28.1%	0.0%	i	2.7%	-2.4%	-14.2%	-15.8%	14.9%
Cc1nn(-c2ccc(F)cc2)c(C)c1/C=C/C(=O)N1CCNC(=O)C1	-22.2%	-2.5%	-0.9%	i	17.2%	0.3%	7.9%	-3.7%	i
Cc1ccn2c(Nc3ccccc3C)c(-c3ccccc3)nc2c1	-8.9%	-5.8%	.	.	?	.	-0.3%	-5.9%	-47.7%[inhibitor]
Cc1noc2ncnc(Oc3cc(Cl)ccc3Cl)c12	-4.1%	9.9%	1.6%	i	59.2%[activator]	0.0%	0.5%	9.7%	i
COC(=O)[C@@H]1C[C@@]2(O)[C@H](O)[C@H](O)[C@H](O)C[C@H]2N1Cc1ccc(C(C)(C)C)cc1	-9.9%	0.9%	-1.9%	i	16.1%	-0.1%	1.1%	-3.8%	i
Cc1ccc(NC(=O)C(=O)NCCCN2CCCC2=O)cc1	12.3%	-10.3%	?	i	?	-3.7%	-7.3%	-9.1%	i
CC(NC(=O)/C=C/c1ccc(Br)cc1)c1ccccc1 (configuration not stated)	.	10.4%	1.3%	i	-22.5%	-3.7%	0.3%	23.9%	-20.2%
COc1cccc(C(=O)NNC(=O)c2cccc(F)c2)c1	-10.6%	29.2%	-0.4%	i	2.3%	0.1%	7.1%	4.8%	-5.0%
Cn1c(=O)c2[nH]c(NN=Cc3ccc(F)cc3)nc2n(C)c1=O	5.2%	-7.2%	.	i	0.2%	-8.2%	?	-18.9%	-1.3%
CC(=O)OC(C(=O)NC1CCCCC1)c1cccc(F)c1 (configuration not stated)	-10.4%	24.2%	1.5%	i	15.4%	0.9%	-18.9%	8.6%	i
COC(=O)c1ccc(NC(=O)N2CCCC(C(=O)c3ccccc3OC)C2)cc1 (configuration not stated)	14.4%	?	1.1%	i	?	2.5%	-19.7%	10.5%	-12.7%
CCOC(=O)c1cnn(-c2ccccc2)c1NC(=O)CN1CCCCC1	7.8%	-3.3%	0.9%	i	0.0%	-6.6%	4.0%	-11.5%	i

# This is a subset. The share of hits here may be higher or lower than overall.
